Screens deposited in PubChem BioAssay by National Center for Advancing Translational Sciences (NCATS).
Mm-Cpn inhibitor – M. maripaludis TRiC chaperonin inhibition; purified Mm-Cpn ATPase, ADP Transcreener TR-FRET; Potency, µM (doses to about 76.9 µM), without a hit: top-dose activity, negative = inhibition, actives largely listed as inhibitors; actives 0.031% (n = 330,000); also: potency is read from the fitted curve at half-maximal effect; % is scaled to controls: 0 for no effect and ±100 for the full control effect; nearly all actives have a fitted effect of over 80% in size
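Quantitative HTS used 25 nM Mm-CPN and 10 uM ATP in magnesium/KCl Tris buffer, pH 7.4, with 1 mM DTT. Hydrolysis ran 30 min at 37°C; ADP was read by HTRF.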
TGFb SMAD3 inh – TGF-b pathway inhibition. HepG2 CAGA-GFP TGF-b/SMAD3 reporter, GFP fluorescence, 18 h; TGF-beta stimulated, 500 pg/mL final. Potency, µM (titrated, usually from 46.1 µM), inactives show at the highest dose activity, negative = inhibition, most hits filed as inhibitors. actives 1.2% (n = 410,000). AID 588855; also: potency is read from the fitted curve at half-maximal effect; % is scaled to controls: 0 for no effect and ±100 for the full control effect; nearly all actives have a fitted effect of over 65% in size
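HEPG2 CAGA-GFP reporter cells (1000/well, DMEM with 1% FBS) received compounds, then recombinant TGF-beta at 500 pg/mL final for 18 hours at 37 degrees C. Per-cell GFP summed per well was normalised to unstimulated and stimulated DMSO controls before curve fitting.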
Abeta rescue – A-beta toxicity reversal in yeast. yeast expressing A-beta42, growth rescue, OD600, 48 h; response scale: 0% DMSO, 100% iron-clioquinol control. Potency, µM (titrated, usually from 46.1 µM), inactives show top-dose growth rescue, most hits filed as activators. actives 0.063% (n = 410,000); also: potency is read from the fitted curve at half-maximal effect; nearly all actives have a fitted effect of over 55% in size
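Yeast A-beta toxicity model in growth medium with pinned compounds, 48 h at 30 C; growth read as absorbance at 600 nm. Normalized to FeCl3/clioquinol equimolar mix (positive) and DMSO (negative).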
Nrf2 ARE act – Nrf2 pathway activation | actives 0.31% (n = 410,000) | AREc32 ARE-luciferase reporter (MCF7-derived line), luminescence, 24 h | AID 624171 | Potency, µM (top dose mostly 46.1 µM), for inactives: at the highest dose activation, actives largely listed as activators; also: potency is read from the fitted curve at half-maximal effect; % of control where 0% means no effect; nearly all actives have a fitted effect of over 65% in size
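Steps: seed AREc32_Fluc cells (1000/well, 5% FBS OPTI-MEM); incubate overnight at 37 deg C; add 23 nL compound; incubate 24 hr; add Steady-Glo; hold 30 min RT; read luminescence.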
A549 tox – kills or reduces viability of A549 cells in Nrf2 counter-screen | A549 ARE-Fluc cells, CellTiter-Fluor viability, 18-24 h | AID 504648 | Potency, µM (highest dose often 46 µM), for the others: at the highest dose activity change, negative = cytotoxicity, most hits filed as inhibitors | actives 0.16% (n = 390,000); also: potency is read from the fitted curve at half-maximal effect; % is scaled to controls: 0 for no effect and ±100 for the full control effect
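A549 ARE-Fluc cells in 5% FBS OPTI-MEM, 5000 cells/well, rested 2 h then exposed to compounds in concentration-response for 18-24 h at 37 °C. Viability by CellTiter-Fluor fluorescence (Ex 405/Em 525) after 30 min; luciferase luminescence (BugLite, 15 min, RT) read afterwards.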
Nrf2 block – inhibitors of Nrf2 signaling | AID 504444 | Potency, µM (doses to about 46 µM), for inactives: at the highest dose activity change, negative = inhibition, most hits filed as inhibitors | actives 2.1% (n = 360,000) | A549 ARE-Fluc reporter, luciferase luminescence, 18-24 h; also: potency is read from the fitted curve at half-maximal effect; % is scaled to controls: 0 for no effect and ±100 for the full control effect; nearly all actives have a fitted effect of over 60% in size
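In this cell-based qHTS, ARE-driven firefly luciferase in A549 cells reports Nrf2 activity; the luminescent signal after BugLite lysis is the measured value, with a prior CellTiter-Fluor read for cell health.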
CCT modulator – cytosolic chaperonin activity modulation. purified chaperonin ATPase assay, HTRF ADP detection, 30 min. activity change, % (concentration not given with the values), hits read low. actives 0.3% (n = 360,000); in the data active = activity change below about -30%; also: % is scaled to controls: 0 for no effect and ±100 for the full control effect
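First, chaperonin was dispensed at 40 nM or 20 nM final depending on batch activity. Next, compounds were pinned at 76 uM and ATP added at 10 uM. After 30 min at 37 °C, ADP detection reagents ran 30 min at ambient temperature.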
HepG2 tox – HepG2 cytotoxicity, counter-screen for TGF-b inhibitors | HepG2 CAGA-GFP viability, ATP luminescence, 18 h | Potency, µM (highest dose often 46.1 µM), for the others: at the highest dose activity change, negative = cytotoxicity, usual class: cytotoxic | actives 0.76% (n = 410,000) | AID 588856; also: potency is read from the fitted curve at half-maximal effect; some results filed as inactive show a strong effect at the top dose
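HepG2 CAGA-GFP cells (1000/well, DMEM with 1% FBS) received compound, then TGF-beta at 500 pg/mL final, and were incubated 18 hours at 37 degrees C. Viability was read by CellTiter-Glo luminescence. Media-only wells were set as complete cell-killing and DMSO as no toxicity.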
pAkt inh – Akt phosphorylation inhibition; Neuro2A IGF-stimulated pAkt S473 HTRF, 20 min; hits give low values; activity change, % for hits at 50 µM; actives 0.32% (n = 360,000); AID 651550; in the data active = activity change below about -80%; inconclusive = mostly about -51% to -80%; also: % is scaled to controls: 0 for no effect and ±100 for the full control effect
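Neuro2A cells in DMEM with 0.5% FBS, overnight at 37 deg C, given compound at single 50 µM final, then IGF (6 nM final) for 20 min at 37 deg C. Lysed; phospho-Akt Ser473 by HTRF after 24 h, 665/615 ratio.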
* marks the source's active call; other numbers are inactive results; i = inactive; ? = inconclusive; . = no result given; & = joins results of further samples; [ ] = another dose, or the depositor's remark. Unless noted, calls follow the shape of the dose curve; as a rule, active = well fitted curve in the direction sought with a large enough effect; inconclusive = small, poorly fitted or top-dose-only effect, or another doubt; inactive = no such curve, though single readings can be large; an effect the other way counts as inactive or inconclusive.

Results follow in this order: Mm-Cpn inhibitor, TGFb SMAD3 inh, Abeta rescue, Nrf2 ARE act, A549 tox, Nrf2 block, CCT modulator, HepG2 tox, pAkt inh
CCn1cc(C(=O)NCc2ccccc2)c(=O)c2cc(S(=O)(=O)N3CCc4ccccc4C3)ccc21
→ ., ?, 8%, 0.2%, -2%, -15%, ., -16%, .
CCCC(C)NC(=O)COC(=O)c1ccc2c(c1)C(=O)N(Cc1ccco1)C2=O (stereo not given)
→ 2%, -14%, 1%, 0.2%, -8%, 14%, 0.8, -1%, i
CC(=O)Nc1nonc1-c1nc2ccccc2n1C
→ 3%, 8%, 9%, 0.0%, -1%, 5%, -3.7, 18%, i
O=C1CNC(=O)/C(=C\c2ccccc2)N1
→ 0%, 22%, -16%, -0.7%, -8%, 8%, -6.6, 4%, i
COc1ccc(C(=O)NNC(=O)Cc2ccc(-c3ccccc3)cc2)cc1OC
→ -2%, 19%, 2%, -0.4%, -11%, ?, -4.6, -21%, i
CCOc1ccc(OCC)c(NC(=O)c2nnn(CC(=O)Nc3cc(C)cc(C)c3)c2N)c1
→ 1%, ?, 17%, 1.7%, -23%, ?, -2.4, -31%, i
CCN1CCN(C(=O)c2ccc(OC3CCN(CCc4ccccc4)CC3)cc2)[C@@H](C)C1=O
→ -1%, 32%[activator], -7%, -0.5%, 10%, 3%, -2.3, -2%, i
CCN(c1ccccc1)S(=O)(=O)c1cccc(C(=O)OCC(=O)Nc2ccc(NC(C)=O)cc2)c1
→ -2%, 0%, -11%, -1.3%, -2%, 22%, -2.7, 6%, i
Cc1c(N2C(=O)C3C4C=CC(C4)C3C2=O)c(=O)n(-c2ccccc2)n1C (stereo not given)
→ 1%, -2%, 1%, -0.1%, -3%, -2%, 1.9, 1%, i
CC(=O)N1c2ccc(S(=O)(=O)NCCC(=O)NC3CCCC(C)C3C)cc2CC1C (stereo not given)
→ 1%, ?, 0%, 0.1%, 1%, -18%, -1.5, -25%, i
CCC(=O)c1ccc(OCC(=O)OCC(=O)N2CCc3ccccc3C2)cc1
→ -2%, ?, 7%, -0.3%, 10%, 3%, -1.7, -10%, i
CCOC(=O)Cn1c(=O)n(C2CCCCC2)c2nc(-c3cccc(C)c3)nc(C(N)=O)c21
→ ., 31%[activator], -12%, 0.3%, -1%, ., ., 18%, .
O=C(NCCC(=O)N1CCC2(CC1)NCCc1[nH]cnc12)c1ccc(F)c(F)c1
→ 1%, 11%, -17%, -0.7%, -1%, -12%, -1.9, -45%, .
Fc1cccc(Nc2ncnc3c2cnn3-c2ccccc2)c1
→ 1%, ?, -31%[inhibitor], 4.3%, -5%, 10%, -2.1, -35%, i
CCCCOC(=O)C1CN(c2ccccc2)N=C1C(=O)OCC (stereo not given)
→ -5%, -7%, 2%, -0.4%, 2%, 5%, -0.3, 4%, i
O=c1c2ccccc2nc(SCCN2CCOCC2)n1CCc1ccccc1
→ 3%, 20%, 7%, 7.3%, -3%, 10%, -1.3, -22%, i
Cc1c(C(=O)Nc2ccc(Cc3ccncc3)cc2)cccc1[N+](=O)[O-]
→ 0%, ?, -5%, 0.3%, 0%, ?, -5.9, -17%, i
O=C(Cc1ccc(-c2ccccc2)cc1)NCCS(=O)(=O)N1CCN(c2cccc(Cl)c2)CC1
→ ., 9%, 14%, 0.3%, -8%, ., ., 0%, .
CC(C)C[C@H](NC(=O)c1[nH]cnc1C(=O)N[C@@H](Cc1ccccc1)C(=O)OC(C)(C)C)C(=O)OC(C)(C)C
→ 1%, 11µM*, 9%, 0.0%, ?, ?, 1.5, -31%, i
CCOc1ccc(CNC(=O)c2ccc3nc(CC)c(CC)nc3c2)cc1
→ ., 35%[activator], 0%, 3.6%, -3%, ., ., -1%, .
Cc1ccc(C)c(NC(=O)c2cc(S(=O)(=O)NCCC3=CCCCC3)ccc2F)c1
→ ., ?, 8%, 0.6%, 8%, ., ., -20%, .
Cc1ccc([C@@H]2[C@@H]3C(=O)N(C)C(=O)[C@@H]3[C@]3(C)C(=O)N(CC4CC4)CC(=O)N23)o1
→ -2%, 20%, 1%, 0.2%, 6%, -3%, -2.0, -4%, i
CCCOc1ccc(CNC(=O)Cn2cc3c(n2)-c2c(oc(C(=O)N4CCOCC4)c2C)CC3)cc1
→ ., ?, 7%, 0.4%, -3%, ?, ., -27%, .
Cc1csc(NC(=O)c2ccc3c(c2)OCO3)n1
→ 0%, 3%, -12%, -1.1%, 0%, ?, -0.1, -34%, i
COc1cccc(C(O)CC(N)=O)c1 (stereo not given)
→ -1%, 15%, 8%, 0.0%, -10%, -8%, -1.1, -19%, i
CCOc1ccc(C(=O)C(C)OC(=O)Cn2cnc3c2c(=O)n(C)c(=O)n3C)cc1 (stereo not given)
→ -1%, -9%, 10%, -0.7%, -8%, 0%, -0.7, -8%, i
Cc1ccc(C2=NN(C(=O)CNCCO)C(c3cccs3)C2)cc1 (stereo not given)
→ 2%, -14%, 0%, 6.1%, -3%, ?, -1.0, 2%, .
O=C(CN1C(=O)C2C3CC(C(Br)C3Br)C2C1=O)Nc1ccc(C(=O)O)cc1 (stereo not given)
→ -1%, 22%, 0%, -0.2%, 2%, 3%, -0.2, 21%, i
CCCOc1cccc(C(=O)NCCNC(=O)c2ccc(C)nc2)c1
→ 1%, 5%, 10%, -0.2%, -12%, -10%, 1.6, 5%, i
Cc1ccc(C)c(S(=O)(=O)NCCCc2ccccc2)c1
→ 1%, -13%, 22%, 0.1%, 10%, 1%, -0.9, -27%, i
Cc1cc(SCC(=O)N/N=C/c2cccnc2)nc2c(C)cccc12
→ -1%, 26%, 2%, -0.2%, 24%, 12%, 1.0, 3%, i
C/C(=N/OC(=O)c1ccc(C)cc1)C(=O)c1ccc(Br)cc1
→ 2%, -16%, 1%, -0.3%, 0%, 7%, 0.5, -10%, i
CS(=O)(=O)c1ccc(-c2cccc(NC(=O)c3ccc(Br)o3)c2)nn1
→ 1%, -5%, -3%, 14%, ?, -5%, -0.4, -27%, i
COc1ccc(NC(=O)/C(N=Nc2ccc(Cl)c(S(=O)(=O)Nc3ccc(Cl)cc3)c2)=C(\C)O)cc1
→ -7%, 12%, 0%, -0.5%, -6%, -22%, -48*, 6%, i
COc1ccc([N+](=O)[O-])cc1NC(=O)CC1SC(=Nc2cccc(C)c2C)N(/N=C/c2cccc(OC)c2OC)C1=O (stereo not given)
→ 2%, 0%&-16%, 4%&-1%, 6.5%&2.4%, -1%&-2%, -7%&-15%, -1.1&-0.4, 13%&1%, i
COc1ccc(-c2nn(-c3ccccc3)cc2/C=C2/SC(=S)N(CCC(=O)O)C2=O)c(C)c1
→ -1%, -1%, 9%, 0.3%, ?, ?, -0.7, 3%, i
CCCOc1ccc(NC(=O)CC2C(=O)N(c3ccc(OCC)cc3)C(=S)N2C2CC2)cc1 (stereo not given)
→ -1%, 2%, 7%, 0.4%, -13%, ?, -0.7, -1%, i
CCCS(=O)(=O)NC(=O)C1(C)CCN(C(=O)Cc2ccc(OC)cc2)C1 (stereo not given)
→ ., 20%, 2%, -0.2%[9.22 µM], ., ., -0.3, 5%, i
Cc1cc(-c2csc(NC(=O)c3ccccc3C(F)(F)F)n2)c(C)n1Cc1ccccc1
→ -19%, -2%, 16%, -0.5%, 1%, 3%, 0.6, -2%, i
COc1ccccc1NC(=O)C1=C(C)NC(=O)NC1c1ccco1 (stereo not given)
→ -1%, -17%, -7%, -0.2%, -11%, -24%, -2.9, -9%, i
Cc1cc(/C=C2\SC(=O)N(CC(=O)Nc3ccccc3F)C2=O)c(C)n1C
→ -12%, -7%, 3%, -0.8%, -3%, -6%, -4.1, -20%, i
CC(=O)c1c(C)[nH]c(C(=O)Nc2ccc(S(=O)(=O)N(C)C)cc2)c1C
→ 1%, -5%, -8%, 10%, 3%, 2%, -1.8, -11%, i
COc1ccc(CCNC(=O)C2CCCN2S(=O)(=O)c2cccc3nsnc23)cc1OC (stereo not given)
→ -1%, 7%, 6%, -0.4%, -5%, -8%, 0.3, 3%, i
S=C(Nc1cccc2ccccc12)NN1CCOCC1
→ 0%, -3%, -6%, 3.8%, 1%, -7%, -1.0, -12%, i
O=C(CC1COc2ccccc2O1)NCCc1ccccc1 (stereo not given)
→ 0%, -12%, 11%, -0.2%, -5%, 14%, 0.7, -2%, i
O=C1NC(=S)NC(=O)C1=Cc1ccccc1C(=O)O
→ ., 24%, -14%, 0.3%, -5%, 1%, -3.0, 4%, i
Cc1cc(C(=O)CSc2nnc(-c3ccc(OC(F)F)cc3)o2)c(C)n1Cc1cccs1
→ -7%, 33%, 19%, -0.2%, 15%, 5%, -1.8, -30%, i
CC(C)OCc1ccc(C(=O)N2CCN(CC(=O)N3CCCC3)CC2)cc1
→ -1%, 9%, 5%, -0.2%, 3%, 5%, -18, 3%, i
O=C(CN1C(=O)c2ccccc2C1=O)c1ccc(F)cc1
→ 0%, -18%, -14%, -0.2%, -10%, -6%, -6.0, 0%, i
O=C(/C=C/c1cccc(C(F)(F)F)c1)Nc1cccc(C(F)(F)F)c1
→ 2%, ?, -93%[inhibitor], 8.1%, ?, ?, -1.6, -99%, i

Records listed above printed as active in CCT modulator:
compound	Mm-Cpn inhibitor	Nrf2 block	CCT modulator	pAkt inh
COc1ccc(NC(=O)/C(N=Nc2ccc(Cl)c(S(=O)(=O)Nc3ccc(Cl)cc3)c2)=C(\C)O)cc1	-7%	-22%	-48*	i
